# CatB inh: human cathepsin B inhibition; P07858; purified cathepsin B, fluorogenic substrate, fluorescence; inhibition, %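 (tested at 10 µM)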; 63,000 compounds, 0.1% hits; AID 453; in the data active means inhibition above about 21%;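 further: 0% = enzyme with no compound and 100% = no enzyme blank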
# E coli RNAP: Escherichia coli RNA polymerase inhibition. P0A8V2. E. coli RNA polymerase, fluorescence transcription assay. inhibition, %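 (tested at 10 µM)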. 62,000 compounds, 0.2% hits. AID 559; in the data active means inhibition above about 20%;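 further: 0% = enzyme without compound and 100% = no enzyme blank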
# CatL inh: inhibitors of human cathepsin L. P07711. AID 460. inhibition, %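 (tested at 10 µM)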. purified cathepsin L, fluorogenic substrate, fluorescence. 58,000 compounds, 0.17% hits; in the data active means inhibition above about 45%;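 further: 0% = enzyme with no compound and 100% = no enzyme blank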
# Target sequence (P07711 114-288 limits assumed): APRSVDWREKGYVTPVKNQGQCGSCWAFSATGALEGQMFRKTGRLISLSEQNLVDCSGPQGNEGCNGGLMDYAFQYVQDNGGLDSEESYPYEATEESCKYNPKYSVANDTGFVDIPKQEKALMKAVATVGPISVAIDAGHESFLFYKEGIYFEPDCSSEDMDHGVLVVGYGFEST
# Target sequence (P07711 292-333 limits assumed): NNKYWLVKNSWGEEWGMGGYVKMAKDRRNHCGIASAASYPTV
# Numbers without * were called inactive.
CatL inh	CatB inh	E coli RNAP	SMILES
30.7	-0.2	-4.4	COc1ccccc1N(O)C1CC(=O)N(c2ccc(Br)cc2)C1=O (centres undefined)
-11.3	8.2	-7.5	CCN(CC)c1nc(C)c2c(c1C#N)CC(C)(C)OC2
7.0	0.4	6.5	COc1ccc(C2=CC(c3ccc(C)cc3)n3nnnc3N2)cc1 (centres undefined)
-0.7	1.0	7.5	COc1ccc2[nH]cc(C(=O)CN(C)CCc3ccc(OC)c(OC)c3)c2c1
7.9	0.2	15.9	Cc1nnc(SCc2nc3ccccc3[nH]2)s1
1.3	5.2	1.6	Cn1ccnc1C(O)c1ccc(OCc2ccccc2)cc1 (centres undefined)
1.6	1.7	6.2	Cc1cccc(OCCN2CSC(=S)N(C)C2)c1
-59.7	-0.7	-12.5	CCc1cc2c(=O)c(-c3cscn3)coc2c(CN(C)C)c1O
2.0	0.9	2.9	CCCc1cc(C(=O)Cc2ccc(F)cc2)c(O)cc1O
-6.0	6.7	4.4	CN1CCc2c(n(CC(O)CN3C(=O)c4ccccc4S3(=O)=O)c3ccccc23)C1=O (centres undefined)
6.8	0.5	4.8	O=S(=O)(c1ccc(Cl)cc1)N1CCC(N2CCCCCC2)CC1
31.8	0.3	10.5	O=C1NCC(COCC2CC=CCC2)O1 (centres undefined)
-5.6	2.1	-1.4	CC(Sc1nc(N2CCCCC2)c2c(c1C#N)CCCC2)C(=O)O (centres undefined)
29.4	-1.4	9.9	C=C(C)CC1N(c2cccc(OC)c2)C(=O)[C@@H]2C(C(=O)O)[C@H]3C=C[C@@]12O3 (some centres undefined)
-14.3	4.3	3.8	COc1ccc(C2=CC(c3cccc(OC)c3)n3nnnc3N2)cc1 (centres undefined)
-2.3	-1.3	0.6	CCOC(=O)c1cnn2c1[nH]c(=O)c1ccccc12
-14.3	-3.2	-14.7	O=C1CCC(=O)N1c1nc2nc(-c3ccccc3)cc(-c3ccccc3)n2n1
31.2	0.6	-2.8	CCCCCCSC1=C(C#N)C(c2ccccc2)CC(=O)N1 (centres undefined)
8.3	3.1	9.7	C/C(NC(=O)c1ccccc1F)=C1\C(=O)C[C@@H]2[C@H]1C2(C)C
14.0	5.4	4.5	COc1cc(-c2nn3c(-c4ccccn4)nnc3s2)cc(OC)c1OC
13.5	0.4	10.1	N#Cc1c2c(c(-c3ccccc3)[nH]c1=O)CCCC2
8.8	-2.7	-2.8	CCc1cccc(C)c1N(C(=O)Cn1c(=O)[nH]c2ccccc21)C(C)COC (centres undefined)
4.3	6.2	8.4	COc1nnnc2c1sc1nc(N3CCOCC3)c3c(c12)CC(C)(C)OC3
9.9	-0.2	6.2	OCCOCCNc1ncnc2c1cnn2-c1ccccc1
0.3	-0.5	4.9	O=C(Nc1ncn[nH]1)c1c(Cl)ccc(Cl)c1Cl
15.3	-0.5	11.0	CCCCc1nc(N2CCOCC2)c(C#N)c2c1CCCC2
28.8	1.9	10.9	Cn1c(NCC(O)c2ccccc2)nc2c1c(=O)n(Cc1ccc(Cl)c(Cl)c1)c(=O)n2C (centres undefined)
6.1	-0.2	4.2	CC(C)C1Cc2c(sc3c2c(=O)n(-c2ccccc2)c2nncn32)CO1 (centres undefined)
8.0	2.1	9.9	CCOC(=O)C1=C(c2ccccc2)NC(SCC(=O)Nc2ccccc2C)=C(C#N)C1c1ccco1 (centres undefined)
-48.2	2.2	1.2	COC(=O)c1ccc(-c2sc3nc(N4CCOCC4)c4c(c3c2N)CC(C)(C)OC4)o1
-4.2	-3.3	-7.2	CCCCCSc1nc(C)c(CC(=O)O)c(=O)[nH]1
-6.0	5.7	4.8	CCOc1ccc(-c2nn3c(-c4ccc(OC)cc4)nnc3s2)cc1
16.1	4.9	4.7	Cc1cc(C)nc(NC2=NCC(=O)N2c2cccc(Cl)c2)n1
0.7	1.5	10.2	COc1cccc(C2/C(=C(/O)c3cnn(-c4ccccc4)c3C)C(=O)C(=O)N2CCN(C)C)c1OC (centres undefined)
4.6	-3.1	2.0	Cc1cc(C)c(C#N)c(SCC(=O)N2CCN(Cc3ccccc3)CC2)n1
20.6	5.1	10.9	O=C(C1=C(O)C(=O)N(CCN2CCOCC2)C1c1cccnc1)c1cc2ccccc2o1 (centres undefined)
19.9	-0.1	10.0	CCc1c(C(=O)O)[nH]c2ccc(Br)cc12
11.5	2.5	5.3	O=C(O)C1CSC(CCc2ccccc2)N1 (centres undefined)
30.0	-0.7	7.7	Cc1ccc(-c2nn(C)c(=O)c3ccccc23)cc1CN1CCOCC1
17.6	6.5	-8.9	Cc1ccc(-c2nn3c(-c4cccc(Cl)c4)nnc3s2)cc1
8.7	-1.0	3.7	O=c1c(F)cn(C2CCCO2)c(=O)n1Cc1ccccc1Cl (centres undefined)
-7.4	3.0	1.0	CCCCCc1ccc(-c2ccc(=O)[nH]n2)cc1
8.7	0.1	-4.8	COn1c(=S)[nH]c2ccccc2c1=O
-22.7	1.1	5.3	CCc1nc(NC2CCCCC2)c(C#N)c2c1COC(C)(C)C2
12.2	3.4	21.7*	CC1CN(C2CCN(S(=O)(=O)c3ccccc3)CC2)CC(C)O1 (centres undefined)
7.4	3.5	6.4	Cc1cc(C)cc(CC2CC(=O)N(c3cc(C)on3)C2=O)c1 (centres undefined)
-4.1	-1.8	10.3	O=C(CN1C(=O)c2ccccc2C1=O)NCc1ccncc1
10.5	2.0	5.6	CCOC(=O)CNC(=O)CCCCCC(=O)NCC(=O)OCC

# Five entries from above, with tabs:
SMILES	CatL inh	CatB inh	E coli RNAP
CCCCCc1ccc(-c2ccc(=O)[nH]n2)cc1	-7.4	3.0	1.0
O=C(CN1C(=O)c2ccccc2C1=O)NCc1ccncc1	-4.1	-1.8	10.3
COn1c(=S)[nH]c2ccccc2c1=O	8.7	0.1	-4.8
CCOC(=O)CNC(=O)CCCCCC(=O)NCC(=O)OCC	10.5	2.0	5.6
CCc1nc(NC2CCCCC2)c(C#N)c2c1COC(C)(C)C2	-22.7	1.1	5.3

# Continued:
CatL inh	CatB inh	E coli RNAP	SMILES
16.1	-0.8	7.8	COc1ccccc1Cn1c2nc3ccccc3nc2c2c(=O)n(CC(C)C)cnc21
1.9	-5.7	2.2	N#CC1=C(N)NC(SCc2ccc(F)cc2)=C(C#N)C12CCCCC2
14.0	0.6	9.8	C(=N\n1cnnc1)/c1ccccn1
29.0	2.4	12.5	O=C(NCC(F)(F)F)Nc1nnc(C(F)(F)F)s1
-4.1	0.2	3.9	Cc1cc(O)ccc1-c1cnc2ccccc2n1
4.1	-1.8	8.9	Cc1c(C2CC(=O)N(c3ccccc3)C2=O)[nH]n(-c2ccccc2)c1=O (centres undefined)
3.2	-0.2	-7.8	CC(=O)c1cc(C#N)c(SCC(=O)C(C)(C)C)nc1C
15.0	0.3	4.3	Cc1cc(C)c2nc(SCCC#N)nc(C)c2c1
-3.1	-2.0	4.6	Cc1cc(=O)oc(C)c1C(=O)n1nc(C)c2c1C[C@@H]1[C@H]2C1(C)C
12.2	2.1	-2.8	COCc1[nH]nc2c1C(c1ccccc1OC)C(C#N)=C(N)O2 (centres undefined)
4.4	1.8	-3.4	COCCNc1nc2c(c(=O)n(Cc3ccc(OC)cc3)c(=O)n2C)n1C
9.0	12.0	8.0	CCc1c(C)c(C#N)c2nc3ccccc3n2c1-n1nc(C)cc1C
-2.0	-4.3	9.0	Cc1ccc(C)c(OCc2nnc(NC(=O)c3ccco3)s2)c1
3.7	0.2	-2.2	CC1(C)CC(=O)C(C2=NC(C)(C)Cc3ccccc32)=C(O)C1
-17.9	1.8	-2.7	CN1CCN(Cc2c(O)c(Cl)cc3c(-c4ccccc4)cc(=O)oc23)CC1
11.3	3.5	8.7	CC(=O)Oc1ccccc1C1OCCN1C(C)=O (centres undefined)
-2.1	2.6	1.3	c1ccc(-c2nn3c(C4CCCCC4)nnc3s2)cc1
1.9	-0.1	6.6	N/C(=N\c1nc2ccccc2o1)NC(=O)c1ccccc1NC(=O)c1ccccc1
27.3	4.7	26.8*	C/C(=N/n1cnnc1)c1cccnc1
4.2	-1.0	2.3	CCSc1nnc(NC(=O)C(C)(C(F)(F)F)C(F)(F)F)s1
-229.1	1.2	-10.1	COc1ccc(C2C=C(c3ccc(C)cc3)Nc3ncnn32)cc1 (centres undefined)
-10.2	1.9	6.1	O=C1C(=O)N(Cc2cccnc2)C(c2ccccn2)/C1=C(/O)c1ccccc1 (centres undefined)
6.8	1.9	9.2	CC(C)CC(C(=O)O)C(C)CC(=O)Nc1ccn(-c2ccccc2)n1 (centres undefined)
13.5	0.4	-6.6	N#Cc1ccc(-c2ccc(OCC(O)Cn3nnc4ccccc43)cc2)cc1 (centres undefined)
16.7	2.0	1.3	O=C1OC(Nc2ccc(Br)cn2)c2ccccc21 (centres undefined)
9.6	2.4	5.9	CCCOc1ccc(N2C(=O)CC(N(Cc3ccc(S(N)(=O)=O)cc3)C(=O)CC)C2=O)cc1 (centres undefined)
16.6	-0.8	10.4	c1coc(-c2nc3nc4ccccc4nc3n2-c2ccc3c(c2)OCCO3)c1
23.2	2.5	8.0	Cn1cccc1/C=N/n1cnnc1
4.8	2.5	5.3	C=CCOc1ccc(C2/C(=C(\O)c3ccc(F)cc3)C(=O)C(=O)N2CCCN(C)C)cc1 (centres undefined)
-3.5	-0.9	9.7	Oc1ccc2c(c1)C1CCCC1(N1CCOCC1)O2 (centres undefined)
6.3	-1.1	11.1	CSc1nncc(=O)[nH]1
-2.9	-0.1	7.1	CSc1nc2[nH]c3c(c2c2ncnn12)CCCC3
6.4	-1.7	10.0	COc1cc(C2C(C#N)=C(N)Oc3cc(C)n(CCc4ccccc4)c(=O)c32)cc2c1OCO2 (centres undefined)
-4.0	2.4	9.6	CC(C)C1=C2OC(N)=C(C#N)C(C#N)=C2C(C)CC1 (centres undefined)
13.7	5.0	9.0	Cn1c(N2CCOCC2)nc2c1c(=O)n(Cc1ccc(Cl)c(Cl)c1)c(=O)n2C
8.4	3.0	5.2	CCOCCSc1nc2c(c(=O)[nH]c(=O)n2C)n1CCCc1ccccc1

# Ordered by value in E coli RNAP (highest first): three of the compounds above.
Molecule,CatL inh,CatB inh,E coli RNAP
Cn1cccc1/C=N/n1cnnc1,23.2,2.5,8.0
OCCOCCNc1ncnc2c1cnn2-c1ccccc1,9.9,-0.2,6.2
CC(C)C1Cc2c(sc3c2c(=O)n(-c2ccccc2)c2nncn32)CO1 (centres undefined),6.1,-0.2,4.2

# New compounds follow:
CatL inh	CatB inh	E coli RNAP	SMILES
16.1	1.1	-16.2	CCOC(=O)CSc1nc(N2CCOCC2)c2c(c1C#N)CC(C)(C)N(C)C2
13.1	0.0	2.0	Oc1c(C=Nc2cccnc2)sc2ccccc12
1.5	0.5	4.3	Cn1c(NCc2ccccc2)nc2c1c(=O)n(Cc1ccccc1)c(=O)n2C
-109.5	0.5	-9.3	CC1(C)Cc2c(C#N)c(NCc3ccco3)nc(-c3ccco3)c2CO1
-8.7	5.2	6.2	Cc1cc(C)nc(CC(N)=O)n1
-9.2	1.3	-0.7	O=C1C2ON(c3ccccc3)C(c3cccnc3)C2C(=O)N1Cc1ccccc1 (centres undefined)
1.5	0.7	-1.2	COC(=O)c1[nH]c(C)c(/C(O)=C2\C(=O)C(=O)N(CCN3CCOCC3)C2c2cccnc2)c1C (centres undefined)
2.0	1.2	13.7	COc1ccc(C(=O)N2CCCC(c3ccccc3)C2)cc1 (centres undefined)
26.2	3.6	25.7*	C=CCn1c(SCC(=O)c2ccc(NS(=O)(=O)c3ccccc3)cc2)nnc1-c1cccs1
3.0	1.0	11.7	O=c1/c(=C/c2ccccn2)sc2n1CN(c1ccccc1)CN=2
11.6	0.4	13.9	COc1ccc(CCNc2nc3c(c(=O)n(C)c(=O)n3C)n2C)cc1OC
8.3	-0.1	-0.6	CC(C)C(C(=O)Nc1ncn[nH]1)N1C(=O)c2ccccc2C1=O (centres undefined)

# In the list so far, these contain a CF3 group.
CatL inh	CatB inh	E coli RNAP	SMILES
29.0	2.4	12.5	O=C(NCC(F)(F)F)Nc1nnc(C(F)(F)F)s1
4.2	-1.0	2.3	CCSc1nnc(NC(=O)C(C)(C(F)(F)F)C(F)(F)F)s1

# Additional entries follow.
CatL inh	CatB inh	E coli RNAP	SMILES
1.3	-2.8	11.0	COc1ccc(-n2c(C)c(C(C)=O)c3cc(O)ccc32)cc1
-206.1	-9.6	-16.5	Nc1c(C(=O)NCc2ccco2)sc2nc(N3CCOCC3)c3c(c12)CCCC3
11.9	3.6	7.5	Cc1c(C(Nc2ccccn2)c2ccccc2)c(=O)n(-c2ccccc2)n1C (centres undefined)
-30.3	2.0	-0.5	CCC1CC2(C)NC(=O)c3c(sc4c3CC(C)(C)OC4)N2C1=O (centres undefined)
-19.7	-1.1	6.6	CCOC(=O)c1[nH]c2ccc(OC)cc2c1NC(=O)CN1CCN(c2ccccn2)CC1
-9.5	-0.4	3.4	COC(=O)CSc1nc(-c2cccs2)ccc1C#N
4.7	3.9	2.6	CCOc1ccccc1N1CCN(c2nc3ccccc3nc2C(C#N)C(=O)OC(C)C)CC1 (centres undefined)
9.2	2.0	-6.2	CC(=O)c1cc(C#N)c(SCc2ccncc2)nc1C
-7.3	-1.2	5.8	CC(C)Cc1nc(N2CCN(C(=O)Cc3ccccc3)CC2)c(C#N)c2c1COC(C)(C)C2
5.2	3.7	11.6	COc1ccc(C2NC(=O)NC(O)(C(F)(F)F)C2C(=O)c2ccc(F)cc2)cc1 (centres undefined)
-4.8	-0.8	8.0	CN1c2ccccc2N(C)C1c1c(O)ccc2ccccc12
19.4	2.3	2.8	COc1ccccc1-c1nnc2n1N=C(c1ccc(O)c(O)c1)CS2
21.7	-0.9	6.6	COc1ccc(C2C(C#N)=C(C)NC3=C2C(=O)c2ccccc23)cc1 (centres undefined)

# Source: PubChem (PCMD)

# These rows are one share of the data, so the mix of outcomes need not match the whole.
